# High-throughput results (PubChem BioAssay)
# KDM5B inhibitor: Primary screen for KDM5B Histone Demethylases FDH-coupled qHTS. KDM5B demethylase, FDH-coupled NADH fluorescence (FDH is formaldehyde dehydrogenase). Potency, µM (series often up to 57.7 µM), for the others: at the top dose activity change, negative = inhibition, usual class: inhibitors. 220,000 compounds, 2.6% hits; active = well fitted inhibition curve with a large enough effect; inconclusive = small, poorly fitted or top-dose-only effect; inactive = no such curve, though single readings can be large or run the other way; also: 0% is about no effect; nearly all actives have a fitted effect of over 70% in size
# Target sequence (Q9UGL1 whole entry, looked up): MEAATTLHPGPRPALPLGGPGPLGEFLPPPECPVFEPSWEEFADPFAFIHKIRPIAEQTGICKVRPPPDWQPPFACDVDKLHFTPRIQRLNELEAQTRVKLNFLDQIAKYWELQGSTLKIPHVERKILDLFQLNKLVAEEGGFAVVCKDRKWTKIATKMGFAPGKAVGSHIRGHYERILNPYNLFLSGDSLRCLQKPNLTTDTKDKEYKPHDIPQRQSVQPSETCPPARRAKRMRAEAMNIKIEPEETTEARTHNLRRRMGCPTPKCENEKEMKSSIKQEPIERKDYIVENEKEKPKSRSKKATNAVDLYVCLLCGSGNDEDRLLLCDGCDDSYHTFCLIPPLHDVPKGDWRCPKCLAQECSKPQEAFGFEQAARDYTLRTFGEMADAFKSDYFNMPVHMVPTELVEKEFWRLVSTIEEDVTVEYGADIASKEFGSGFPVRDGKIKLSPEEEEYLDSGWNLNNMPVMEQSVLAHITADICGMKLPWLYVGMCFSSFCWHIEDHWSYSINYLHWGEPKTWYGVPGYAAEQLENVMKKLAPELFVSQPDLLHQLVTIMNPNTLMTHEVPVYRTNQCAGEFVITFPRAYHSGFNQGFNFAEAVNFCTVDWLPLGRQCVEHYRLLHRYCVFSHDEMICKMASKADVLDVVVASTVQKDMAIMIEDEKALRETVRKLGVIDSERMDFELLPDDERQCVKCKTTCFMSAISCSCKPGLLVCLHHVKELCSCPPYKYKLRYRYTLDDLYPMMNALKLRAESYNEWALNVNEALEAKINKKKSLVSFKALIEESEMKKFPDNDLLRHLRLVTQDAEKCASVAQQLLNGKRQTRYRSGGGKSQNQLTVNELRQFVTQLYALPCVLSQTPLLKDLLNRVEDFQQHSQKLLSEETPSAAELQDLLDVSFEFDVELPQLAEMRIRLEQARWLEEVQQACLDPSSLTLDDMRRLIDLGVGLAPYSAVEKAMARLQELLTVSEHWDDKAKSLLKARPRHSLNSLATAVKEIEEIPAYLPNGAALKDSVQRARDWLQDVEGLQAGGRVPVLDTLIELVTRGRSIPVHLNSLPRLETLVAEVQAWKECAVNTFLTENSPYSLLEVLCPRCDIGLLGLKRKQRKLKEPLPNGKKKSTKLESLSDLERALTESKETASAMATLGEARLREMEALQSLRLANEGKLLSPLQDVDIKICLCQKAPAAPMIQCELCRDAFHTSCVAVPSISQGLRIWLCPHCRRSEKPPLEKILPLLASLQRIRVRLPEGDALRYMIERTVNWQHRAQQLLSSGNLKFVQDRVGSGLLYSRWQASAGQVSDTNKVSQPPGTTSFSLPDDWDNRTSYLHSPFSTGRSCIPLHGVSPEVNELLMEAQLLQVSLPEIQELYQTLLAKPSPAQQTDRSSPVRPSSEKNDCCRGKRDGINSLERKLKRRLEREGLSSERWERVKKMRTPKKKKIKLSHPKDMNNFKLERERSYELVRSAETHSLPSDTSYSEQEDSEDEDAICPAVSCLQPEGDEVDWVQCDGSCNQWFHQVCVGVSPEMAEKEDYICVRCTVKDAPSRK
#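 Measured: NADH fluorescence change, 30 min, RT. System: KDM5BΔAP 200 nM final, H3K4me3 peptide, α-KG, Fe(II), ascorbate, NAD⁺ plus FDH, pH 7.5 HEPES. Compounds: titrated, 10 min pre-incubation with enzyme.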
# Numbers without * were called inactive; ? = inconclusive; [ ] = dose if it differs, or a comment. Potency is read from the fitted curve at half-maximal effect.
KDM5B inhibitor | smiles
3% | O=C(Cn1ncc2ccccc2c1=O)Nc1ncc(Cc2ccc(C(F)(F)F)cc2)s1
27% | CCCCCCCOc1ccc(/C=C/c2ccc(CCCCCCC)cn2)cc1
27% | Cc1ccnc(NC(=O)c2cc(C)nc3ccccc23)c1
-9% | Cc1cc(C)cc(C(=O)N2CCC(n3cnnc3-c3ccccc3)CC2)c1
1% | Cc1cc(C)n(C2CCN(Cc3cn(-c4ccccc4)nn3)C2)n1 (stereo not given)
? | CCC1=Nc2cc(C(=O)NCc3ccc(F)cc3)ccc2Sc2ccc(C)cc21
-6% | CC(C)C1Cc2c(sc3nc(SCC(=O)c4ccccc4)nc(N)c23)CO1 (stereo not given)
? | O=C1CCN(Cc2ccncc2)CCCC(C(=O)NCCCN2CCCC2=O)CCN1 (stereo not given)
-15% | O=c1[nH]c(N2CCOCC2)nc2c1CCN(Cc1cccnc1)CC2
15% | NNC(=O)c1ccc(COc2cccc3ccccc23)o1
-8% | Cc1c(F)cccc1NC(=O)N1C[C@@H](F)C[C@H]1C(=O)N1CCOCC1
16% | CC(Nc1ncccc1[N+](=O)[O-])c1ccc(Cl)cc1Cl (stereo not given)
8% | Cn1ncc(N2CCC(CNC(=O)CCN3CCCC3=O)C2)cc1=O (stereo not given)
7% | C=CCN(CC(F)(F)F)C(=O)c1nc(-c2ccccc2)n(-c2ccccc2)n1
? | O=C(Nc1ccc2c(c1)OCCO2)NC1(C(F)(F)F)Oc2ccccc2O1
-11% | COc1cccc(CNC(=O)C2CCN(C(=O)c3cc4c(=O)[nH]c(C)cn4n3)CC2)c1
7% | Cn1cnnc1-c1cccc(NC(=O)c2ccc3c(c2)OCO3)c1
-10% | Cn1c(=O)oc2cc(S(=O)(=O)N3CCCC(C(=O)Nc4ccc(Br)cc4F)C3)ccc21 (stereo not given)
-20% | COc1ccc(CCC(=O)NCCc2csc(-c3cccc(F)c3)n2)cc1
-4% | COc1ccc(C2CC(=O)Nc3c2c(C)nn3-c2ncnc3nc[nH]c23)cc1O (stereo not given)
13% | COC[C@@H]1CN(C(=O)Cc2ccc(OC)cc2)C[C@H]1C(N)=O
5% | Cc1ccc2[nH]cc(CCNC(=O)c3cccc4ccccc34)c2c1
8% | Cn1nc(C(=O)Nc2cc(Cl)ccc2N2CCCCC2)c2ccccc2c1=O
6% | Cc1ccc(C(=O)NC(c2ccc3c(c2)OCCCO3)C(C)C)cn1 (stereo not given)
? | Oc1cccc(Nc2cc(-c3ccccc3)ncn2)c1
? | COc1ccc(-c2nc(CS(=O)CC(=O)N3CCOCC3)c(C)o2)cc1 (stereo not given)
-4% | COCCN1C(=O)[C@H]2CN(Cc3cc(Br)ccc3OC)C[C@H]2C1=O
11% | Cc1ccc2c(COC(=O)c3cccc(S(=O)(=O)N(C)C)c3)cc(=O)oc2c1
13% | O=C(c1ccccc1)N1CCC(N2C(=O)C(OCC3CC3)C23CCCCC3)CC1 (stereo not given)
0% | COc1ccc(N2C(=O)C(CC(=O)Nc3ccccc3)N(CCC3=CCCCC3)C2=O)cc1 (stereo not given)
? | COc1ccc(NC(=O)c2nn(C3CCS(=O)(=O)C3)c3c2CCCC3)cc1 (stereo not given)
? | NC(=O)Cc1c[nH]c2ncc(-c3cccc(O)c3)cc12
24% | Cc1cc(C)n2nc(SCc3c(F)cccc3Cl)nc2n1
-22% | O=C(CSC1=Nc2ccccc2N=C(c2ccc(F)cc2)C1)Nc1ccccc1
-4% | Cn1cc(S(=O)(=O)N2CCC(C(=O)Nc3ccccc3OC(F)F)CC2)cc1C(N)=O
? | COc1ccc(-c2nc(CS(=O)CC(=O)NCCCN3CCOCC3)c(C)o2)cc1OC (stereo not given)
-4% | COC(=O)c1ccc(NC(=O)CCNS(=O)(=O)c2cccc3nsnc23)cc1
-17% | Cc1c(NC(=O)/C=C/c2cn(-c3ccccc3)nc2-c2ccc(F)cc2)c(=O)n(-c2ccccc2)n1C
28µM* | COc1cc2c(cc1OC)C(C[C@H]1CN(C(=O)Nc3ccc(F)cc3)CC[C@H]1CC(=O)O)=NCC2
12% | C=CCNc1nc(C(=O)OCC(=O)N(C)Cc2ccccc2)cs1

# 14 entries from above, comma-delimited.
structure,KDM5B inhibitor
COC[C@@H]1CN(C(=O)Cc2ccc(OC)cc2)C[C@H]1C(N)=O,13%
Cc1ccc2[nH]cc(CCNC(=O)c3cccc4ccccc34)c2c1,5%
Cn1nc(C(=O)Nc2cc(Cl)ccc2N2CCCCC2)c2ccccc2c1=O,8%
Cc1ccc(C(=O)NC(c2ccc3c(c2)OCCCO3)C(C)C)cn1 (stereo not given),6%
Oc1cccc(Nc2cc(-c3ccccc3)ncn2)c1,?
COc1ccc(-c2nc(CS(=O)CC(=O)N3CCOCC3)c(C)o2)cc1 (stereo not given),?
COCCN1C(=O)[C@H]2CN(Cc3cc(Br)ccc3OC)C[C@H]2C1=O,-4%
Cc1ccc2c(COC(=O)c3cccc(S(=O)(=O)N(C)C)c3)cc(=O)oc2c1,11%
O=C(c1ccccc1)N1CCC(N2C(=O)C(OCC3CC3)C23CCCCC3)CC1 (stereo not given),13%
COc1ccc(N2C(=O)C(CC(=O)Nc3ccccc3)N(CCC3=CCCCC3)C2=O)cc1 (stereo not given),0%
COc1ccc(NC(=O)c2nn(C3CCS(=O)(=O)C3)c3c2CCCC3)cc1 (stereo not given),?
NC(=O)Cc1c[nH]c2ncc(-c3cccc(O)c3)cc12,?
Cc1cc(C)n2nc(SCc3c(F)cccc3Cl)nc2n1,24%
O=C(CSC1=Nc2ccccc2N=C(c2ccc(F)cc2)C1)Nc1ccccc1,-22%

# More records follow.
KDM5B inhibitor | smiles
-6% | Cc1ccc(-n2ncc3c(Nc4cccc(C)c4)ncnc32)cc1
8% | O=S(=O)(c1cc(F)cc(F)c1)N1CCCC(Cn2c(C3CC3)nc3cccnc32)C1 (stereo not given)
-22% | CCn1cc(CN(C)C(=O)c2ccc3c(c2)C(O)CCCCCN3C)c(C)n1 (stereo not given)
? | COc1ccc(-c2nc(C#N)c(N3CCCC3)o2)cc1OC
-70% | CCN(CC(=O)Nc1ccc(NC(C)=O)cc1)C(=O)c1cc(-c2ccccc2Cl)nc2ccccc12
6% | CC1=C(NC(=O)c2ccccc2)C(c2c[nH]c3ccccc23)n2ncnc2N1 (stereo not given)
6% | CCOC1CCOC2(CCN(C(=O)c3nn(C)c4ccccc34)CC2)C1 (stereo not given)
-14% | CCN(c1cc(C)cc(C)c1)S(=O)(=O)c1nnc(NC(=O)C2CCCCC2)s1
? | O=C(O)C(Sc1nccc2ccccc12)c1ccccc1 (stereo not given)
-5% | CC(C)c1nnc(C2CN(C(=O)c3ccc4ccccc4n3)CC23CCOCC3)o1 (stereo not given)
26%[115 µM] | COc1cccc([S+](=O)([O-])N2CCC3(CC2)C(=NC2CCCC2)NC(=O)N3c2cccnc2)c1
8% | Cc1cccc(-n2c(SCC(=O)O)nc3sc4c(c3c2=O)CCC4)c1
-9% | CCCCn1nc(C(=O)N(Cc2ccc3c(c2)OCO3)C2CCCC2)c2ccccc2c1=O
-10% | COCC(=O)N1CC(F)(F)C[C@H]1c1nc(-c2cccnc2)no1
-30% | O=C1CC(c2ccccc2)N(Cc2ccncc2)CCCN(C(=O)NCc2ccc(F)cc2)CCN1 (stereo not given)
? | C=CCN1CCN(C(=O)CCC[C@@H]2[C@H]3CCCN4CCC[C@@H](CN2Cc2cccnc2)[C@@H]34)CC1
-12% | COc1ccc(C2Cn3nnc(C(=O)N4CCN(C(=O)Cc5ccc(Cl)cc5)CC4)c3CO2)cc1 (stereo not given)
0% | COc1cccc(CNC(=O)[C@@H]2C[C@@H](O)CN2C2CCN(C(=O)c3ccc(C)s3)CC2)c1
9% | CCOC(=O)c1ccccc1NC(=O)c1cn(CC(C)C)c(=O)c2cc(OC)c(OC)cc12
13% | Cc1ccccc1C(=O)N1CCC2(CC1)OCC(C(=O)NCC1CCCO1)N2C(=O)c1ccccc1 (stereo not given)
-3% | CCOCc1c(C(=O)Nc2ccc(OC)nc2)oc2ccccc12
1% | CC(OC(=O)Cn1cnc2c1c(=O)n(C)c(=O)n2C)C(=O)Nc1ccc(F)cc1 (stereo not given)
-28% | CCCOc1ccc(NC(=O)C(CC)Oc2ccc(F)cc2)c2cccnc12 (stereo not given)
? | CC(C)(Oc1nn(Cc2cccc(Cl)c2)c2ccccc12)C(=O)NC1CC1
25µM* | CN(C)Cc1nnc(C2CCN(C(=O)c3nc(N)nc4c3CCCC4)CC2)n1C
22µM* | O=[S+]([O-])(NC1CCN(c2nc3ncccc3o2)CC1)c1cccs1
13%[115 µM] | COc1ccc(C(=O)N2CCOC3(CCN(C(=O)C4CCN(C)CC4)CC3)C2)cc1
-11% | Cc1csc(NC(=O)[C@@H]2C[C@H](c3cccc(C(F)(F)F)c3)N(Cc3cnn(C)c3)C2)n1
? | CCCSCCCNC(=O)c1ccc2c(c1)sc1nc(-c3ccc(OCC)cc3)cn12
1% | COc1cc(C2C3=C(CCCC3=O)OC3=C2C(=O)CCC3)ccc1OS(=O)(=O)c1ccc(C)cc1
? | O=C(NCc1nncn1C1CCCCC1)C1NCCc2[nH]cnc21 (stereo not given)
-9% | CC(C)(C)c1ccccc1NC(=O)NC1CCN(Cc2c(F)cccc2Cl)CC1
21% | Cc1noc([C@@H]2CN(Cc3cccc(Cl)c3)C[C@H]2CO)n1
-6% | CC(C)CCNC(=O)C1CCN(C(=O)N2CC3CC(C2)[C@H]2CCCC(=O)N2C3)CC1 (stereo not given in full)
-13%[86.2 µM] | COc1ccc(CN2C(=O)CO[C@H]3CN(C(=O)NCc4ccccc4)C[C@H]32)cc1
-19% | C/C=C/Cn1c(SCC(C)C)nc2c1c(=O)[nH]c(=O)n2C
-3% | COc1ccccc1NC(=S)NC1CCCCCCCCCCC1
19% | COCCNC(=O)CC1Sc2ncccc2N(CC(C)C)C1=O (stereo not given)
-11%[86.2 µM] | CC(=O)N1CCC(O)(c2csc(CN3CCN(C)CC3)n2)CC1
23% | O=C(NCc1ccccc1)N1CCCC(Cn2cnc3cccnc32)C1 (stereo not given)
-5% | CC(C)C(=O)N(Cc1cc2ccccc2[nH]c1=O)c1ccccc1
-7% | CC(C)(CO)NCc1cc(=O)oc2cc3c(cc12)CCC3
-57% | COc1ccc(-c2ccc(OC(=O)NC3CCS(=O)(=O)C3)cc2)cc1 (stereo not given)
-1% | CC(=O)Nc1ccc(S(=O)(=O)NCCC(=O)OC(C)C(=O)c2ccc(C)cc2)cc1 (stereo not given)
18% | CCN(CCC(F)(F)F)C(=O)c1cc2cccc([N+](=O)[O-])c2[nH]1
11% | CCOc1ccc(-c2noc(-c3nnn(-c4ccccc4OCC)c3N)n2)cc1
-13% | CC1=C(C(=O)NCc2ccccc2C)C2(CCCCCC2)OC1=O
? | COCCCNC(=O)c1cc(-c2cccs2)nc2ccccc12
? | COc1ccccc1OC(C)C(=O)Nc1cccc(-c2nc3ccccc3s2)c1 (stereo not given)
-11% | CC(Sc1ncccn1)c1cccc(NC(=O)c2ccccc2)c1 (stereo not given)
? | O=C(OCC(=O)N1CCCC1)c1cc(-c2ccco2)nc2ccccc12
? | Cc1noc([C@@H]2CC(F)(F)CN2)n1
5% | Cc1cccn2cc(CN3CCN(S(=O)(=O)c4cccc(C(F)(F)F)c4)CC3)nc12
-8% | COCCn1c(N2CCN(Cc3c(Cl)cccc3Cl)CC2)nc2c1c(=O)[nH]c(=O)n2C
5% | Cc1cccc(C)c1N1C(=O)CC(N2CCN(S(=O)(=O)c3ccccc3F)CC2)C1=O (stereo not given)
14% | CN(C)S(=O)(=O)c1ccc(C(=O)OCC(=O)Nc2ccccc2C(F)(F)F)cc1
-18% | CCN(CC)S(=O)(=O)c1ccc2c(c1)N(CC(=O)Nc1cccc(C(C)=O)c1)C(=O)CO2
7% | COC(=O)c1ccc(OC(=O)c2ccc(N(C)C)cc2)cc1
-16% | O=C1CCCCC(CNC(=O)c2ccccn2)N1 (stereo not given)
-37% | Cc1cccc(CNC(=O)CCCn2c(=O)c3cccn3c3ccc(F)cc32)c1

# Next records follow:
KDM5B inhibitor | smiles
-18% | COc1cccc(CNC(=O)N2CCc3c(sc4c3CCCC4)C2c2ccc(F)cc2)c1 (stereo not given)
23%[86.2 µM] | CC1=C[C@@H](CNCc2ccc(F)cc2)[C@H](C(C)C)C[C@H]1Cc1nnc(-c2cncn2C)o1
? | COc1ccc(-c2cc(C)no2)cc1S(=O)(=O)N1CCN(c2ccccc2F)CC1
13% | Cc1ccccc1CNC(=O)c1cc2c(C)nn(C)c2s1
10% | Cc1cccc(C)c1NC(=O)CN(C)C(=O)COc1ccc2oc3c(c2c1)CCCC3
21% | O=C(NCCc1cccnc1)c1cccc(F)c1
6%[115 µM] | O=C(c1ccncc1)N1CC2CCC(C1)N2Cc1cccc(-c2ccsc2)c1
14% | COC(=O)C1CN(C2CCCC2)CCS(=O)(=O)N1Cc1cn(Cc2ccc(OC)cc2)nn1 (stereo not given)
-12% | COc1ccc(CNC(=O)N2CCCC(Cc3noc(-c4cnccn4)n3)C2)cc1 (stereo not given)
14% | Cc1noc([C@@H]2CN(C(=O)c3occc3C)C[C@H]2COCC2CC2)n1
? | CCCCOc1ccc(C(=O)Nc2nnc3n2CCS3)cc1
13% | O=C(NCCc1ccccn1)C1CC1
7% | O=C(CN1C(=O)NC(c2ccc(Cl)cc2)C2=C1COC2=O)Nc1ccc(Cl)cc1F (stereo not given)
? | CC#CCn1cc2c3c(cccc31)[C@H](CC(C)C)N[C@H](C(=O)NC1CC1)C2
-4% | Cc1ccc(-c2nc(CSc3n[nH]c(N)n3)no2)cc1

# In a second layout: entries from further up.
Structure	KDM5B inhibitor
CC(=O)Nc1ccc(S(=O)(=O)NCCC(=O)OC(C)C(=O)c2ccc(C)cc2)cc1 (stereo not given)	-1%
CCOc1ccc(-c2noc(-c3nnn(-c4ccccc4OCC)c3N)n2)cc1	11%

# A portion of the library, so the mix of outcomes need not match the whole.
